Screening results deposited in PubChem BioAssay by National Center for Advancing Translational Sciences (NCATS).
GFP derepression = epigenetic GFP locus derepression in mouse cells. mouse C127i GFP locus derepression, cytometry, 30 h. Potency, µM (series often up to 46.1 µM), inactives show at the top dose GFP derepression (activation). hit rate 0.09% among 68,000; further: % of control where 0% means no effect
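Locus derepression in mouse mammary C127i cells whose integrated CMV-GFP reporter is normally silent; GFP expression after 30 h compound treatment was quantified by counting fluorescent cells.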
DNA Pol III inh = blocks replication by bacterial DNA polymerase III holoenzyme. reconstituted DNA polymerase III holoenzyme replication, biochemical. hit rate 0.25% among 71,000. Potency, µM (titrated, usually from 57.1 µM), inactives show at the highest dose activity change, negative = inhibition; further: potency means the concentration at half of the fitted maximal effect; on the % scale 0 is the no-effect control and ±100 the full control effect
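Reconstituted *E. coli* holoenzyme (0.35 nM Pol III, 1 nM beta, 154 nM SSB, 2 nM primase) was preincubated with compound for 15 min at RT. Synthesis on 1.4 nM ssM13Gori ran 35 min, then was stopped with PicoGreen/EDTA and read as dsDNA fluorescence.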
Ub-GFP proteasome = inhibits proteasome, raising ubiquitin-GFP reporter fluorescence; 67,000 tested, under 10 active; Potency, µM (highest dose often 45.9 µM), for inactives: top-dose activation (GFP accumulation), usual class: activators; Ubiquitin-GFP reporter cells, proteasome inhibition, GFP fluorescence; response scale: untreated = 0%, 10 µM MG-132 = 100%; active means well fitted activation curve with a large enough effect, not every such curve was filed as active; inconclusive means small, poorly fitted or top-dose-only effect, or another doubt; inactive means no such curve, though single readings can be large or run the other way; further: potency means the concentration at half of the fitted maximal effect
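GFP accumulation read-out: laser plate cytometry counting ubiquitin(G76V)-GFP-expressing U2OS cells after 4 hr compound exposure at 37 °C. Titrations spanned 46 uM to 2.9 nM; 0% = basal, 100% = 10 uM MG-132; concentration-response curves fitted.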
CRE-bla Fsk = alters forskolin-stimulated CRE reporter signaling in CHO cells; Potency, µM (titrated, usually from 38.2 µM), for inactives: at the highest dose activity change, negative = inhibition, hits mostly activators; CHO CRE-bla reporter (cAMP response element driving beta-lactamase), forskolin EC10, beta-lactamase ratio; hit rate 2.5% among 71,000; active means well fitted activation curve with a large enough effect in the signal ratio, with a control signal flat, not every such curve was filed as active; inconclusive means small, poorly fitted or top-dose-only effect, or effect the other way, or a change in a side signal; the % refers to the signal ratio; further: potency means the concentration at half of the fitted maximal effect; % of control where 0% means no effect
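Modulation of forskolin signalling: compounds in titration series added with EC10 NKH 477 to CHO cells carrying a CRE-driven beta-lactamase reporter, 3 h, 37C. CCF4 FRET ratio (460/530 nm, ex 405 nm) gives %activity and AC50.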
HBB splice mod = alters splicing of the hemoglobin beta chain. AID 925. Potency, µM (top dose mostly 46.1 µM), for inactives: top-dose activation, actives largely listed as activators. hit rate 0.06% among 65,000. HBB splicing reporter cell assay, activation; EGFP reporter with mutant IVS2-654 intron; response scale: normalised to 500 nM splice-correcting PNA; further: potency means the concentration at half of the fitted maximal effect; 0% is about no effect
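HeLa cells stably expressing EGFP interrupted by mutant beta-globin intron 2 (IVS2-654), 500/well in 2% FCS. Treated with compound for 2 days at 37C. Splicing correction scored as total well GFP intensity (488 nm excitation, 500-520 nm emission); 500 nM antisense PNA served as control.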
BRCT PPI red = inhibitors of human BRCA1 BRCT-phosphoprotein interaction (red fluorophore); BRCT-phosphopeptide binding, red fluorescence polarization; Potency, µM (titrated, usually from 76.9 µM), without a hit: at the highest dose activity change, negative = inhibition, most hits filed as inhibitors; hit rate 0.03% among 75,000; further: on the % scale 0 is the no-effect control and ±100 the full control effect
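Rhodamine-labelled pBACH1 10-mer (100 nM) bound to BRCT domain (100 nM) at pH 7.3; compounds incubated 12 min room temperature, polarization read. Free peptide defines full inhibition; unlabelled decapeptide titrated as control.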
HADH2 inhib = inhibitors of human HADH2 dehydrogenase; recombinant HADH2, NADH fluorescence, beta-hydroxybutyryl-CoA; hit rate 3.4% among 73,000; AID 886; Potency, µM (highest dose often 57.1 µM), for inactives: at the highest dose activity change, negative = inhibition, usual class: inhibitors; further: potency means the concentration at half of the fitted maximal effect; on the % scale 0 is the no-effect control and ±100 the full control effect; nearly all actives have a fitted effect of over 60% in size; many of its hits are not listed in these tables
Target sequence (Q99714 whole entry, looked up, one chain of several): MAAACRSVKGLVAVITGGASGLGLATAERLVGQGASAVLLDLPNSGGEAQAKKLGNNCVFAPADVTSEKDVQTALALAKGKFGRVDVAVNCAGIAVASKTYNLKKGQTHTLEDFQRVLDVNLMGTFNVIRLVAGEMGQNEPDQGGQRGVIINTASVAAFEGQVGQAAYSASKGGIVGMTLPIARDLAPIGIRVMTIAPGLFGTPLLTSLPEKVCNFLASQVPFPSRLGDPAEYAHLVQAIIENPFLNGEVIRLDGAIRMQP
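NADH fluorescence (ex 360/em 450 nm) read every 30 s for 4 min; activity taken as last-minus-first time point difference. Enzyme 20 nM, NAD+ 1 mM, beta-hydroxybutyryl-CoA 90 uM, pH 9.0 Tris buffer.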
USP2a inhib = USP2a (human) protease inhibition. O75604. USP2a enzymatic assay, qHTS inhibition. Potency, µM (titrated, usually from 38.3 µM), for inactives: at the highest dose activity change, negative = inhibition, actives largely listed as inhibitors. hit rate 0.1% among 60,000;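 further: potency means the concentration at half of the fitted maximal effect; nearly all actives have a fitted effect of over 60% in size; plate controls were DMSO for no effect and NEM full inhibition control for full effect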
Target sequence (O75604 whole entry, looked up): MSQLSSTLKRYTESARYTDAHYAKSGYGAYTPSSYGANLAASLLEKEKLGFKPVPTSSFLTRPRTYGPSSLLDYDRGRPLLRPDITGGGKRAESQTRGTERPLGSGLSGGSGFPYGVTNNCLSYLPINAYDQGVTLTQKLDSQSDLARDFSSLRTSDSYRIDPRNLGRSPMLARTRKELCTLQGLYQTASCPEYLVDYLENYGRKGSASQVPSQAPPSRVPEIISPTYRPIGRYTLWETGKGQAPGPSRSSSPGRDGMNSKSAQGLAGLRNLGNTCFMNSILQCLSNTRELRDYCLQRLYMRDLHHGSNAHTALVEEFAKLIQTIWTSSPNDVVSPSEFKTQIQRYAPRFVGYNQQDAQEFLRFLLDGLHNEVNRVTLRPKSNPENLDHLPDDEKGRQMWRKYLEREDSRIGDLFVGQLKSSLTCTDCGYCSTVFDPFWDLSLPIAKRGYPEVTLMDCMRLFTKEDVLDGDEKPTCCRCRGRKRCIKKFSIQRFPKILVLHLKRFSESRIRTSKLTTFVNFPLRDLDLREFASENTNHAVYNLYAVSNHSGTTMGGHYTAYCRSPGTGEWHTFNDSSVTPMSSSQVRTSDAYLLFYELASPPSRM
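20 nM USP2 core + cpd, 30 min RT; add 20 nM Ub-PLA2/20 uM NBD C6-HPC; read Ex460/Em535 at 0 h and 2.5 h. Normalized to NEM; qHTS curve fit/classification.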
BRCT PPI green = BRCA1 BRCT-phosphoprotein interaction inhibition. BRCA1 BRCT-phosphopeptide binding, green fluorescence polarization. AID 875. hit rate 0.05% among 75,000. Potency, µM (top dose mostly 76.9 µM), without a hit: at the top dose activity change, negative = inhibition, usual class: inhibitors. P38398;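 further: potency means the concentration at half of the fitted maximal effect; plate controls were peptide without protein for full effect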
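Fluorescence polarization: His-tagged BRCT (~35 kDa BRCA1 C-terminus, 250 nM) bound to 100 nM fluorescein-labeled phosphorylated 10-aa BACH1 peptide, pH 7.3 phosphate buffer with DTT and Tween 20. Compounds incubated 12 min at room temperature; inhibition read as lowered polarization.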
Hsp90 Hop PPI = changes Hsp90-Hop TPR2A binding signal, up or down. Potency, µM (doses to about 57 µM), inactives show at the top dose activity change, negative = inhibition. hit rate 0.44% among 71,000. AlphaScreen TPR2A-His6 binding biotin-Hsp90 C-terminal peptide. AID 595; active means well fitted curve in either direction with a large enough effect; inconclusive means small, poorly fitted or top-dose-only effect, or another doubt; further: potency means the concentration at half of the fitted maximal effect; on the % scale 0 is the no-effect control and ±100 the full control effect; many of its hits are not listed in these tables
ALOX15 inhib = blocks human 15-lipoxygenase activity | P16050 | purified 15hLO-1, xylenol orange hydroperoxide absorbance | Potency, µM (highest dose often 57.1 µM), without a hit: top-dose activity change, negative = inhibition, actives largely listed as inhibitors | hit rate 1.4% among 74,000; further: potency means the concentration at half of the fitted maximal effect; on the % scale 0 is the no-effect control and ±100 the full control effect; nearly all actives have a fitted effect of over 55% in size
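Readout: Fe(III)-xylenol orange absorbance, 573-to-405 nm ratio as reaction progress. Enzyme 40 nM purified human 15hLO-1, substrate 50 uM arachidonic acid, 6 min RT after 15 min compound preincubation; Hepes pH 7.5 buffer with Triton X-100.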
Numbers without * were called inactive; ? = inconclusive; . = not tested or not shown; [ ] = another dose, or the depositor's remark. Unless noted, the call rests on the fitted dose curve; in most records, active means well fitted curve in the direction sought with a large enough effect; inconclusive means small, poorly fitted or top-dose-only effect, or another doubt; inactive means no such curve, though single readings can be large; an effect the other way counts as inactive or inconclusive.

SMILES	GFP derepression	DNA Pol III inh	Ub-GFP proteasome	CRE-bla Fsk	HBB splice mod	BRCT PPI red	HADH2 inhib	USP2a inhib	BRCT PPI green	Hsp90 Hop PPI	ALOX15 inhib
CCN1c2ccccc2-c2nc3ccccc3n2C1c1cccnc1 (configuration not stated)	0.0%	-8.9%	.	?	0.6%[0.369 µM]	-2.1%	?	12.1%	-3.7%	?	-8.3%
COc1cc2c(cc1NC(=O)COC(=O)C1CC(=O)N(Cc3ccco3)C1)oc1ccccc12 (configuration not stated)	4.2%	-3.7%	.	-24.7%	-2.6%[0.369 µM]	-2.2%	?	7.1%	-0.9%	-4.7%	-0.4%
CC(C)CN1CCCC2(CCN(C(=O)c3cnccn3)CC2)C1	-4.6%[9.22 µM]	-1.4%	6.7%	-3.9%	-1.2%	-3.6%	10.7%	32.4%	-5.3%	-1.4%	2.7%
O=c1c(CCc2ccccc2)nc2cnc(N3CCOCC3)nc2n1-c1ccccc1	-4.9%[9.22 µM]	-5.7%	0.0%	7.94µM*	-0.9%	-1.0%	10.8%	138.0%[activator]	-0.3%	28.9%	4.4%
O=C(O)c1ccc2noc(-c3ccccc3)c2c1	-1.2%	-2.6%	2.0%	-11.0%	3.8%	-0.8%	?	-10.3%	1.1%	-1.9%	17.8%
CCS(=O)(=O)NCCc1csc(-c2cccnc2)n1	.	-8.2%	-5.2%	-6.9%	0.1%	-5.7%	-5.2%	.	-1.0%	-1.8%	1.0%
Cc1nn(-c2nnc(C)c(=O)[nH]2)c(C)c1SCC(=O)Nc1ccc(C(C)C)cc1	-2.1%	-9.1%	-6.0%	-7.4%	-1.6%	1.0%	?	-13.6%	-0.8%	?	27.7%
COc1ccc(-c2nc(SCC(=O)NCc3ccco3)c(-c3ccccc3)[nH]2)cc1OC	1.1%	3.2%	0.0%	?	-0.1%	-1.4%	13.2%	32.8%[activator]	-0.5%	-9.1%	-3.9%
O=C(CCCn1c(=O)[nH]c2cc(Cl)ccc2c1=O)NCCCN1CCCC1=O	2.3%	-5.1%	3.7%	-6.4%	0.8%	-0.5%	0.1%	2.8%	0.3%	1.0%	2.1%
O=C(c1ccccc1/S(=N/S(=O)(=O)c1ccccc1)N1CCOCC1)N1CCOCC1 (configuration not stated)	1.3%	1.8%	-0.2%	-0.4%	2.0%[57.5 µM]	-2.1%	-0.4%	4.6%	-0.3%	-0.2%	7.6%
CC(=O)NC(CC(C)C)C(=O)NC(Cc1ccccc1)C(N)=O (configuration not stated)	0.0%	-2.1%	-1.1%	0.8%	2.3%[57.5 µM]	0.8%	16.7%	0.7%	-1.2%	0.8%	9.6%
CC(C)C[C@@H](CC(=O)N[C@@H](CCCN)CC(=O)N[C@@H]1CCNC[C@H]1C(=O)N[C@H](CC(=O)N[C@@H](CCC(=O)O)CC(=O)O)Cc1c[nH]c2ccccc12)NC(=O)[C@@H]1CNCC[C@H]1N	.	-8.9%	.	?	0.6%	.	-9.7%	.	.	-16.4%	.
Cc1cc(C(=O)CSc2nnc(Nc3ccccc3)s2)c(C)n1CC1CCCO1 (configuration not stated)	-0.2%	-2.1%	1.1%	-6.1%	0.0%[57.5 µM]	-0.3%	0.7%	17.1%	-2.3%	-3.4%	?
Cc1sc(NC(=O)CN2CCN(c3ccccn3)CC2)c(C#N)c1C	0.0%	2.9%	-2.6%	-10.3%	0.0%[57.5 µM]	-1.0%	-6.5%	19.3%	2.7%	-3.0%	-3.2%
Cc1c(C(=O)NCc2cccnc2)oc2ccc(S(=O)(=O)N3CCCC(C)C3)cc12 (configuration not stated)	0.2%	-2.3%	-2.8%	9.8%	-0.7%	-3.0%	13.8%	60.7%[activator]	2.6%	-2.9%	-4.3%
O=C(CCN1C(=O)C2C3C=CC(C3)C2C1=O)NC1CCCc2ccccc21 (configuration not stated)	3.6%	6.7%	-1.9%	-11.4%	-0.5%	-0.2%	10.0%	7.3%	-1.2%	?	15.9%
Cc1ccccc1CCNC(=O)C1CCN(S(=O)(=O)c2ccc(-n3cnnn3)cc2)CC1	1.3%	-7.1%	-2.5%	-1.0%	-2.0%	0.8%	5.4%	28.7%	1.1%	-1.1%	-7.9%
O=C(/C=C\c1ccc(O)cc1)c1ccc(O)cc1O	0.0%	-7.2%	-11.6%	?	0.7%	1.2%	?	-7.6%	6.5%	-5.4%	?
COc1ccc(N(C(C)C(=O)NCc2ccco2)S(C)(=O)=O)cc1 (configuration not stated)	0.0%	-6.2%	-1.3%	-3.8%	.	-0.2%	-11.1%	-3.0%	0.2%	-5.8%	-3.8%
O=C(NC1CSC/C1=N\O)c1ccccc1 (configuration not stated)	-2.2%	-0.5%	9.9%	-7.8%	0.5%[9.22 µM]	-1.2%	-2.7%	-6.6%	-2.2%	-0.8%	0.8%
Cc1cc(C(=O)CSc2nnc(-c3ccccc3)n2Cc2ccc3c(c2)OCO3)c(C)n1C	-2.2%	5.5%	5.3%	9.0%	-0.9%[57.5 µM]	-0.3%	1.0%	11.4%	1.4%	-0.9%	-8.4%
CN1CCN(c2nc(NCCOC34CC5CC(CC(C5)C3)C4)nc(OCC(F)(F)F)n2)CC1	-1.4%	-6.0%	-2.2%	?	-1.4%	-0.4%	-2.4%	9.2%	-0.1%	0.8%	-8.3%
CN(C)C(=O)/N=N\C(=O)N(C)C	-1.1%	-0.7%	0.8%	4.4%	0.2%	-3.7%	0.631µM*	2.7%	-1.9%	-9.4%	-15.8%
COc1cccc(Nc2ncc3nc(C)c(=O)n(CCc4ccccc4)c3n2)c1	2.2%[9.22 µM]	10.3%	-10.0%	5.01µM*	1.2%	0.4%	0.6%	227.8%[activator]	-2.6%	-3.0%	15.2%
COc1ccccc1C1NC(=O)NC(C)=C1C(C)=O (configuration not stated)	-0.7%	-6.1%	-2.0%	-2.7%	0.1%[57.5 µM]	-0.1%	-5.9%	-0.5%	-0.6%	1.4%	10.2%
COC(=O)COc1ccc(S(=O)(=O)NCc2ccco2)cc1	6.4%	-1.3%	-1.3%	-0.5%	-0.8%	0.4%	-3.2%	-5.1%	2.1%	-2.9%	3.6%
CN(CCC#N)C(=O)c1ccc(CNS(=O)(=O)c2ccc(F)cc2)cc1	3.5%	1.2%	29.0%	2.8%	0.1%	-0.4%	4.8%	-7.5%	-0.4%	-0.7%	0.3%
COc1ccc(-n2cnnc2SC(C)c2nc3sc(C)c(C)c3c(=O)[nH]2)cc1 (configuration not stated)	1.3%	3.3%	1.8%	7.3%	-0.3%[57.5 µM]	-2.4%	?	35.1%[activator]	1.9%	-3.7%	-10.2%
O=S(=O)(/C=C/c1ccccc1)NCCc1ccccn1	1.3%	-1.0%	0.2%	-3.9%	0.0%[57.5 µM]	-0.9%	-6.9%	1.5%	-2.8%	-0.3%	7.6%
CCCCNC(=O)Cn1c(=O)n(C)c2ccccc21	.	-5.6%	-5.7%	2.1%	-0.1%	-0.9%	9.4%	.	-0.9%	-1.7%[2.3 µM]	-0.7%
Cc1ccccc1-n1c(=O)c2ccccc2n2nnnc12	1.7%	1.5%	6.4%	6.9%	.	-0.7%	-11.1%	0.0%	-1.1%	-0.5%	2.3%
CCOC(=O)C1=C(C)NC(C)=C(C(=O)OCC)C1C(=O)OCC(=O)N1CCCCC1CC (configuration not stated)	-3.6%	-8.7%	-1.0%	3.3%	-3.6%	0.3%	-5.0%	3.1%	-1.2%	0.1%	8.2%
O=C(NCCN1CCN(c2ccccc2)CC1)C1CCCN(S(=O)(=O)c2cnc[nH]2)C1 (configuration not stated)	.	-1.9%	2.9%	-5.4%	-1.0%	0.3%	18.0%	.	-1.3%	-4.0%[2.3 µM]	-10.4%
CCc1ccc2oc(-c3cc(N)ccc3Cl)nc2c1	4.6%	-3.0%	2.3%	-6.0%	.	-2.8%	10.2%	-27.9%	-1.7%	3.4%	?
Cc1sc2ncnc(OCC(=O)N3CCN(S(=O)(=O)c4ccc(Cl)cc4)CC3)c2c1C	0.0%	-8.4%	2.3%	-1.9%	-0.2%[57.5 µM]	0.4%	-0.2%	31.0%[activator]	1.6%	-2.6%	8.8%

Only part of the results is shown, so the mix of outcomes need not match the whole.
